Screening results deposited in PubChem by Johns Hopkins Ion Channel Center.
TMEM16A act: mouse TMEM16A channel activation, primary screen; B-score at 10 µM; HEK293 TMEM16A/YFP-H148Q/I152L, iodide quench fluorescence; active compounds read low; 340,000 compounds, 0.3% hits; Q8BHY3;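 active = fluorescence-ratio B-score plate-corrected deviation score at least 3 library SD below zero, with starting fluorescence score within 5 deviations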;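 note: channel opened by trigger with iodide after compound preincubation; score built on the fluorescence ratio of max minus min over baseline; more negative score means more quench and so TMEM16A activation or potentiation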
Target sequence (Q8BHY3 whole entry, looked up): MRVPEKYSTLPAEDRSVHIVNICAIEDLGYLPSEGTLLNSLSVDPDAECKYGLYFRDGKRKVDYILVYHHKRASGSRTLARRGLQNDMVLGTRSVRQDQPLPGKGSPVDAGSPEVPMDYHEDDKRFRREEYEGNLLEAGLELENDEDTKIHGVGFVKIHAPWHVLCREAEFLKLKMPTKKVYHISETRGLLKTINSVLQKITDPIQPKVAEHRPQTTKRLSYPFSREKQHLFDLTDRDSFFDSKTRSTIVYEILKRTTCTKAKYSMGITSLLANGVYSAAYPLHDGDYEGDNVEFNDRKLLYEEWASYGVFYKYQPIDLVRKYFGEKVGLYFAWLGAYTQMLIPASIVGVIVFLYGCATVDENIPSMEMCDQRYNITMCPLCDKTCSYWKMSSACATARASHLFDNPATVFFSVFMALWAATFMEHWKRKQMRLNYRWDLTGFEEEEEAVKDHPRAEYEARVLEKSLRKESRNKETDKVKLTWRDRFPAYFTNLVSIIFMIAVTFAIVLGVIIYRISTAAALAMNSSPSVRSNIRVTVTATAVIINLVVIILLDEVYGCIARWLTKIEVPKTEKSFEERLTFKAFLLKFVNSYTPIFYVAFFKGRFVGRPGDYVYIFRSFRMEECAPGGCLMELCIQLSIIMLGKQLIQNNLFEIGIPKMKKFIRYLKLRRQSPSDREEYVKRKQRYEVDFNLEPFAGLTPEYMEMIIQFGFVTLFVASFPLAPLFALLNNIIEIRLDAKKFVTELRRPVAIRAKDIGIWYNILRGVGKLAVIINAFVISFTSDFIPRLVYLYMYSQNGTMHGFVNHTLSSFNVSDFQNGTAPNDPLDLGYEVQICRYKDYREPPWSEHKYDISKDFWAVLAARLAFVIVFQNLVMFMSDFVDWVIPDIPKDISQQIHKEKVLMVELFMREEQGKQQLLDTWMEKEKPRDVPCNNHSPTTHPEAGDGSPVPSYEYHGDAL
Calls only; i = inactive.

SMILES | TMEM16A act
CC(=O)Nc1ccc(S(=O)(=O)NCC(=O)OCC(=O)NCc2ccc3c(c2)OCO3)cc1 | i
COc1ccc(CCN2CC(C(=O)OC(C)C(=O)Nc3cccc(Cl)c3)CC2=O)cc1OC (centres undefined) | i
Cc1cc(C)cc(NC(=O)CN2C(=O)C3CC=CCC3C2=O)c1 (centres undefined) | i
CCOc1ccc(N2C(=O)c3ccccc3NC2(C)CC)cc1 (centres undefined) | i
Cc1ccc(NC(=O)CSCC(=O)N(CCC(C)C)c2c(N)n(Cc3ccccc3)c(=O)[nH]c2=O)cc1 | i
CCCN1CCN(C(=O)C2CCN(S(=O)(=O)c3ccc4c(c3)oc(=O)n4C)CC2)CC1 | i
CCCCN(C(=O)CN(C)CC(=O)Nc1cccc(OC)c1)c1c(N)n(CCCC)c(=O)[nH]c1=O | i
Cc1ccsc1C(=O)NC1CCCCC1C (centres undefined) | i
COc1cc(OC)c(-c2oc3ccccc3c(=O)c2O)c(OC)c1 | i
O=C(Nc1ccccc1C(=O)NC1CC1)c1ccc([N+](=O)[O-])o1 | i
O=C1CN(C(=O)COC(=O)CCc2ccccc2)c2ccccc2N1 | i
CCOC(=O)[C@H]1[C@H]2COc3cc(OC)ccc3[C@@H]2N2C(=O)CN(CCc3c[nH]c4ccccc34)C(=O)[C@@]12C | i
O=C(Nc1ccc(Cl)c(S(=O)(=O)N2CCOCC2)c1)C1CCCC1 | i
O=C(NC(Cc1ccccc1)C(=O)N1CCN(S(=O)(=O)c2ccccc2F)CC1)c1ccccc1 (centres undefined) | i
Cc1ccc(Cn2c(C)c3cnn(CC(=O)NCCN4CCOCC4)c(=O)c3c2C)cc1 | i
Cn1c(N)c(N=Cc2ccccc2)c(=O)n(C)c1=O | i
CC(C)CC(=O)Nc1ccc(C(=O)COC(=O)Cc2n[nH]c(=O)c3ccccc23)cc1 | i
CCN(CC(=O)Nc1ccc(NC(C)=O)cc1)C(=O)c1ccc(=O)n(C)n1 | i
Cc1ccccc1OCC(=O)Nc1cccc(S(=O)(=O)NC2=NCCC2)c1 | i
CC(C)NC(=O)Nc1ccc2c(c1)C(=O)N([C@H](C)CO)C[C@H](C)[C@@H](CN(C)S(=O)(=O)c1ccccc1)O2 | i

Given with the structure last: part of the list above.
TMEM16A act	SMILES
i	CCOC(=O)[C@H]1[C@H]2COc3cc(OC)ccc3[C@@H]2N2C(=O)CN(CCc3c[nH]c4ccccc34)C(=O)[C@@]12C
i	O=C(Nc1ccc(Cl)c(S(=O)(=O)N2CCOCC2)c1)C1CCCC1
i	O=C(NC(Cc1ccccc1)C(=O)N1CCN(S(=O)(=O)c2ccccc2F)CC1)c1ccccc1 (centres undefined)
i	Cc1ccc(Cn2c(C)c3cnn(CC(=O)NCCN4CCOCC4)c(=O)c3c2C)cc1
i	Cn1c(N)c(N=Cc2ccccc2)c(=O)n(C)c1=O

Part of the list above, with each value named.
O=C(NC(Cc1ccccc1)C(=O)N1CCN(S(=O)(=O)c2ccccc2F)CC1)c1ccccc1 (centres undefined)
- TMEM16A act: i

CC(C)NC(=O)Nc1ccc2c(c1)C(=O)N([C@H](C)CO)C[C@H](C)[C@@H](CN(C)S(=O)(=O)c1ccccc1)O2
- TMEM16A act: i

The results go on:
SMILES | TMEM16A act
COc1ccc2oc(C(=O)N3CCN(S(=O)(=O)c4c(C)c(C)cc(C)c4C)CC3)c(C)c2c1 | i
Cc1ccc(NC(=O)C(C)Sc2nnc(C3CC3)n2C2CC2)cc1S(=O)(=O)N1CCOCC1 (centres undefined) | i
CC(=O)O/N=C1\C(=O)N(Cc2ccc(C)cc2)c2ccccc21 | i
COc1ccc(/C=C/C(=O)Nc2ccc(S(=O)(=O)N3CCOCC3)cc2)c(OC)c1 | i
CCOC(=O)C1=NNC(C(=O)OCC)C1C(=O)OCC (centres undefined) | i
Cc1cccc(NC(=O)CN2CCN(C(=O)c3cccc(-n4cnnn4)c3)CC2)c1C | i
CC#C[C@@H](CC)c1ccc2ccn(C)c2c1 | i
O=C(COC(=O)c1cc(S(=O)(=O)N2CCOCC2)ccc1Cl)NCc1ccccc1 | i
NC(=O)CC[C@H](NC(=O)c1ccc(Cl)cc1)C(=O)NNC(=O)COc1cccc(Br)c1 | i
O=C(N[C@H]1C/C=C\C[C@@H](CC(=O)N(CCO)Cc2ccccc2)C(=O)N[C@H](Cc2c[nH]c3ccccc23)COC1=O)OCC1c2ccccc2-c2ccccc21 | i
COc1ccc(C2(OC)Oc3cc(OC)ccc3C(=O)C2(O)OC)cc1 (centres undefined) | i
CCCC(=O)Nc1cc(OC)c(NC(=S)Nc2ccc(CC)cc2)cc1OC | i
O=C(COc1ccccc1F)Nc1ccc(N2CCOCC2)cc1N1CCOCC1 | i
Cc1cc(C)cc(-n2ccnc2SCC(=O)c2c(N)n(C3CC3)c(=O)[nH]c2=O)c1 | i
CN(CCc1ccccn1)c1ccccc1 | i
NC1(C#Cc2ccc3oc(=O)c(-n4cc(C5(O)CCCCC5)nn4)cc3c2)CCCCC1 | i
COc1cccc(CNC(=O)COC(=O)CNC(=O)c2ccc(-c3ccccc3)cc2)c1 | i
CCN(Cc1cccs1)C(=O)CN1C(=O)NC(c2ccccc2)(c2ccccc2)C1=O | i
COc1cc(OC)c(C(=O)OC(C)C(=O)NCc2ccc3c(c2)OCO3)cc1OC (centres undefined) | i
CCOc1ccccc1N1CCN(C(=O)c2ccc(Cl)c(S(=O)(=O)N3CCCCC3)c2)CC1 | i
O=C(CNC(=O)c1cccs1)NCCc1ccco1 | i
CC1CC(C)C(=O)C(C(CC2CC(=O)NC(=O)C2)OC(=O)CC(=O)c2ccccc2)C1 (centres undefined) | i
CC(C(=O)NC1CCCC1)N1CCN(S(=O)(=O)c2ccccc2Cl)CC1 (centres undefined) | i
Cc1onc(-c2ccccc2)c1C(=O)OCC(=O)NC(C)c1ccc(Cl)cc1 (centres undefined) | i
CC(C)(C)C(=O)Nc1ccc(S(=O)(=O)NC2=NCCCCC2)cc1 | i
CCOC(=O)C1CCCN(C(=O)c2ccc3[nH]c4c(c3c2)CC(C)CC4)C1 (centres undefined) | i
CC(C)C(NC(=O)c1c(F)cccc1F)C(=O)NNC(=O)c1ccccc1 (centres undefined) | i
Cc1cc(C)cc(OCC(=O)NNC(=O)c2cc3ccccc3oc2=O)c1 | i
O=C(COC(=O)c1cc(=O)c2ccccc2o1)Nc1ccccc1F | i
Cn1c(N)c(C(=O)COC(=O)CNC(=O)c2ccccc2F)c(=O)n(C)c1=O | i
CC(=O)C[C@@H](O)CC(=O)[C@@H]1OC(=O)CCCCCCCc2ccccc21 | i
O=C(c1ccc(-c2ccccc2Cl)o1)N1CCC1 | i
CN(C)c1ccc(C(c2ccc(N(C)C)cc2)C(O)c2ccccc2)cc1 (centres undefined) | i
CC(=O)N/C(=C\c1ccccc1)C(=O)OCC(=O)c1c(N)n(C)c(=O)n(C)c1=O | i
O=C(Cc1cccc([N+](=O)[O-])c1)Nc1ccc(C(=O)N2CCCCC2)cc1 | i
O=C(OCC(=O)N1CCOCC1)c1cc2ccccc2oc1=O | i
CN(CC(=O)Nc1ccc(Cl)cc1)C(=O)c1ccc(COc2ccccc2)cc1 | i
O=C(O)c1ccc(Oc2nc3ccccc3s2)cc1 | i
COc1ccc(O)c(-c2nc(N)nc(N)n2)c1 | i
CCc1cc(C(=O)N2CCN(S(=O)(=O)c3ccccc3F)CC2)sc1C | i
c1ccc2nc(NN=C3CCCCC3)ccc2c1 | i
COc1ccc(-c2csc(N3CCC(C(N)=O)CC3)n2)cc1 | i
Cc1ccc(Cn2nc(C)c(C(=O)NCC(c3ccc(F)cc3)N3CCOCC3)c2Cl)cc1 (centres undefined) | i
CC(=O)Nc1cccc(NS(=O)(=O)c2c(C)noc2C)c1 | i
O=C(CC1CCCC1)Nc1cc(C(F)(F)F)ccc1-n1cncn1 | i
CN(C)S(=O)(=O)c1cccc(C(=O)Nc2ccc(C(=O)Nc3cccc(S(N)(=O)=O)c3)cc2)c1 | i
CC(C)C(NC(=O)c1ccc(F)cc1)C(=O)N1CCN(c2ccccn2)CC1 (centres undefined) | i
COC(=O)C(Cc1c[nH]c2ccccc12)NC(=O)c1cccc(S(=O)(=O)N2CCCCC2)c1 (centres undefined) | i
O=C(O)CCC(=O)Nc1ccc(-c2csc(Nc3cccc4ccccc34)n2)cc1 | i
c1ccc2c(c1)c1cccc3ccc4cccc2c4c31 | i

The listing continues.
SMILES | TMEM16A act
O=C(CN1C(=O)NC(c2ccccc2)(c2ccccc2)C1=O)NC1CCCCC1 | i
CCOC(=O)c1sc(N)c(C#N)c1COC(=O)C1=COCCO1 | i
O=C(c1n[nH]c2ccccc12)N1CCN(S(=O)(=O)c2ccc(Cl)cc2)CC1 | i
Cc1sc2ncnc(SCC(=O)Nc3cccc(S(N)(=O)=O)c3)c2c1C | i
O=C(/C=C/c1ccccc1[N+](=O)[O-])OCC(=O)N1CCCC1 | i
COc1ccccc1CNC(=O)CN1C(=O)NC(Cc2ccccc2)(c2ccccc2)C1=O (centres undefined) | i
Cc1cc(=O)[nH]c2[nH][nH]c(=O)c12 | i
NC(=S)N=Nc1ccc(O)cc1 | i
CS(=O)(=O)c1ccc(C(=O)CN2C(=O)NC3(CCCc4ccccc43)C2=O)cc1 (centres undefined) | i
CC1CCCN(S(=O)(=O)c2ccc(NC(=O)C3CCN(C(=O)C(C)(C)C)CC3)cc2)C1 (centres undefined) | i
O=C(CN1C(=O)NC(Cc2c[nH]c3ccccc23)C1=O)Nc1ccc(F)c(F)c1F (centres undefined) | i
CC(C)c1cccc(-c2ccc3c(c2)S(=O)(=O)c2cccc(C(=O)NCc4ccccc4Cl)c2C3=O)c1 | i
Cc1cc(C(=O)COc2ccccc2Cl)c(C)n1C1CC1 | i
CCCCn1c(SCC(=O)NNC(=O)c2ccccc2)n[nH]c1=O | i
COc1ccccc1NC(=O)C/C(N)=N/OCC(=O)Nc1cccc(Cl)c1 | i
Cc1cnc(C(=O)OCC(=O)Nc2sc3c(c2C(N)=O)CCCC3)cn1 | i
COc1ccc(CCNC(=O)COC(=O)c2ccc(S(=O)(=O)N3CCCC3)cc2)cc1OC | i
COc1ccc(-c2ccc3c(c2)S(=O)(=O)c2cccc(C(=O)NCCOc4ccccc4Cl)c2C3=O)cc1OC | i
O=C(O)CCN1C(=O)/C(=C/c2cn(-c3ccccc3)nc2-c2cccs2)SC1=S | i
COc1ccc(NC(=O)Nc2ccc3c(c2)C(=O)N([C@H](C)CO)C[C@H](C)[C@@H](CN(C)S(C)(=O)=O)O3)cc1 | i
CN(CC(=O)NNC(=O)CNC(=O)c1ccccc1F)S(=O)(=O)c1ccc(Cl)cc1 | i
O=CC(O)C1OC(=O)C(O)C1O (centres undefined) | i
CSCCC(NC(=O)c1ccccc1)C(=O)N1CCCCCCC1 (centres undefined) | i
COC(=O)c1ccc(COC(=O)C2CC(O)CN2S(=O)(=O)c2ccc([N+](=O)[O-])cc2)cc1 (centres undefined) | i
Cc1noc(C)c1NC(=O)Nc1ccc2c(c1)C(=O)N([C@H](C)CO)C[C@H](C)[C@@H](CN(C)S(=O)(=O)c1c(C)noc1C)O2 | i
Cc1cccc(NC(=O)Cc2nc(-c3c[nH]c(C(=O)N4CCCC4)c3)cs2)c1 | i
NC(=O)c1ccc(NC(=O)CSc2nnc(C3CC3)n2C2CC2)cc1 | i
O=c1cc(-c2ccccc2)oc2ccc(Br)cc12 | i
Cc1ccc(S(=O)(=O)N2CCOCC2)cc1NC(=O)CNc1ccccc1N1CCCC1=O | i
CNS(=O)(=O)c1cccc(C(=O)OCC(=O)c2c(N)n(Cc3ccccc3)c(=O)n(C)c2=O)c1 | i
O=[N+]([O-])c1cc(S(=O)(=O)NCCc2ccccn2)ccc1Cl | i
CCCCC/C=C/C1=CC(=O)C[C@H](c2ccc(Cl)cc2)C1 | i
COc1ccc(NS(=O)(=O)c2ccc3c(c2)CCC(=O)N3)cc1O | i
CC(=O)OC1CCC2(C)C(=CCC3C4CC(=O)N(O)C(=O)C4(C)CCC32)C1 (centres undefined) | i
CC1=CC2C(C(O)CC3(C)C2CC(C)C32OCOC23COCO3)C2(C)C/C(=C\O)C(=O)C=C12 (centres undefined) | i
Cc1ccc(CN2C(=O)C(=O)c3cc(C)ccc32)cc1 | i
CCOC(=O)C1=CC[C@@H](c2cc3cc(OC)ccc3n2C)N(S(=O)(=O)c2ccc(C)cc2)[C@H]1C(=O)OCC | i
CCCCN(C(=O)c1cc(-c2ccc(F)cc2)nc2ccccc12)c1c(N)n(CCCC)c(=O)[nH]c1=O | i
O=C(CNC(=O)c1ccc(F)cc1)NCc1ccc(S(=O)(=O)N2CCOCC2)cc1 | i
CCOCCCNC(=S)NCCCNc1nc2c(C)cc(C)cc2cc1C#N | i

Structures shown so far that contain bromine:
SMILES | TMEM16A act
NC(=O)CC[C@H](NC(=O)c1ccc(Cl)cc1)C(=O)NNC(=O)COc1cccc(Br)c1 | i
O=c1cc(-c2ccccc2)oc2ccc(Br)cc12 | i

Returning to the listing; the three compounds before the break are reprinted first.
SMILES | TMEM16A act
CCCCN(C(=O)c1cc(-c2ccc(F)cc2)nc2ccccc12)c1c(N)n(CCCC)c(=O)[nH]c1=O | i
O=C(CNC(=O)c1ccc(F)cc1)NCc1ccc(S(=O)(=O)N2CCOCC2)cc1 | i
CCOCCCNC(=S)NCCCNc1nc2c(C)cc(C)cc2cc1C#N | i
CC(=O)c1cccc(NC(=O)C(C)OC(=O)c2ccc3ncsc3c2)c1 (centres undefined) | i
Cc1cc(SCC(=O)N(CC(C)C)c2c(N)n(CC(C)C)c(=O)[nH]c2=O)nc2ccccc12 | i
Nc1nccnc1C(=O)OCC(=O)NC1CCCc2ccccc21 (centres undefined) | i
O=C(Nc1c(Cl)cc2c(c1Cl)Cc1cc([N+](=O)[O-])ccc1-2)C(Cl)Cl | i
CC(=O)N1c2ccccc2[C@@H](C)[C@@H]1C | i
O=C(COC(=O)/C=C/c1cccc(Br)c1)NC1CC1 | i
CC1=CC(=O)C(C(C)=Nc2ccccc2[N+](=O)[O-])C(=O)O1 (centres undefined) | i
COc1ccc(OCC(=O)NNC(=O)Cn2c(=O)cnc3ccccc32)cc1 | i
O=C(c1ccc(Cl)cc1Cl)N1CCOCC1 | i
CCNC(=O)NC(=O)CSc1ccc(S(=O)(=O)N(C)C2CCCCC2)cn1 | i

Only part of the results is shown. The share of hits here may be higher or lower than overall.
